# VLA-4 allo ag: allosterically activates the human VLA-4 integrin; AID 528; Jurkat cells, LDV-FITC binding, flow cytometry; 24,000 tested, under 10 active; activation, % at 10 µM (by protocol); P13612;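 active = fluorescent ligand binding to cells raised by more than 40% of the manganese-induced maximum; inconclusive = compound's own fluorescence above 85% of the ligand control signal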;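 also: 0% = ligand binding without compound and 100% = manganese-stimulated maximal binding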
# Target sequence (P13612 whole entry, looked up): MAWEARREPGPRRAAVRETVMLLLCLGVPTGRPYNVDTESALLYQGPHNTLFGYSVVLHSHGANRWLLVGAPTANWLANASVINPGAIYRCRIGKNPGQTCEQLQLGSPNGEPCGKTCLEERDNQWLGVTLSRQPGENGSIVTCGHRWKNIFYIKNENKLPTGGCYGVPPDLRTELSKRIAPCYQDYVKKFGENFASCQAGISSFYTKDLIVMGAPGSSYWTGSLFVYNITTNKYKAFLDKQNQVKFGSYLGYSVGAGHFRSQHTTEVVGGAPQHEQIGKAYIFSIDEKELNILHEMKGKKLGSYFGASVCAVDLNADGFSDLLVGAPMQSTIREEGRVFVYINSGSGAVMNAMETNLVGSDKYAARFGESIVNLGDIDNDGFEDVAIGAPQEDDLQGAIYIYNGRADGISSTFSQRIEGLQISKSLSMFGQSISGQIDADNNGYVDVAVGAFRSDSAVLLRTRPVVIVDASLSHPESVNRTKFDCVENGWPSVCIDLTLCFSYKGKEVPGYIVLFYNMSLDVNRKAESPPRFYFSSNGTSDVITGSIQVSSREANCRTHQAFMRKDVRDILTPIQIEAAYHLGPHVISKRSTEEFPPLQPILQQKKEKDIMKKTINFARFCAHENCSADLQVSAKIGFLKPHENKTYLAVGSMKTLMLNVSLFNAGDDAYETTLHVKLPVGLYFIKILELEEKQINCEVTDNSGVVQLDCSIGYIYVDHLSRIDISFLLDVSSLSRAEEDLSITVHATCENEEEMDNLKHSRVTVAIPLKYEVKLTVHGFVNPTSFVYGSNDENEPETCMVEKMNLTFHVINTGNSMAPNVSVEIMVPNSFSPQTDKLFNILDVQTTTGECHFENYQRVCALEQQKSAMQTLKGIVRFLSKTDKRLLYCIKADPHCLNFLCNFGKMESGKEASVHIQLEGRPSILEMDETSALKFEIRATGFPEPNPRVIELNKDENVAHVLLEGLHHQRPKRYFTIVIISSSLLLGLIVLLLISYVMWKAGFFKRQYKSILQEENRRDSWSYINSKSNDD
# Autofluor Jurkat: compound fluoresces in Jurkat cells, VLA-4 screen interference; AID 576; compound autofluorescence, flow cytometry; active compounds read high; 1 = vehicle-only cell background; 0.61% of 24,000 active; fluorescence ratio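 (tested at 10 µM compound in the well)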;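 active = fluorescence ratio above 2.44, which is 1 plus 3 SD of all ratios; inconclusive = signal too bright to measure linearly, ratio around 10 or more; inactive = fluorescence ratio below 2.44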;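 also: green fluorescence of cells measured with 488 nm excitation and 530 nm emission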
# VLA-4 antagonist: inhibition of LDV-FITC ligand binding to human VLA-4 integrin. 0.2% of 24,000 active. Jurkat cells, LDV-FITC binding with Mn2+, flow cytometry; 100% = Mn2+-driven binding gain fully reversed. P13612. AID 529. inhibition, % at 10 µM (by protocol);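 active = inhibition above 50%; inconclusive = compound itself fluorescent, judged against control cell fluorescence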;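 also: 0% = Mn2+ stimulated cells lacking compound and 100% = ligand binding without Mn2+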
# Prostate diff: activators of LNCaP prostate cell differentiation; flow cytometry side scatter, 4 d; side scatter shift, % at 10 µM; 0.56% of 24,000 active; AID 795;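 active = side scatter shift above 30%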;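 also: androgen-responsive LNCaP prostate cancer cells in charcoal-stripped serum medium; percent of cells past a gate set so DMSO wells show 10% shift; higher shift means more granular cells and more differentiation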
# Numbers without * were called inactive; ? = inconclusive. The list is partial (hit frequency here may not be typical).
molecule	VLA-4 allo ag	Autofluor Jurkat	VLA-4 antagonist	Prostate diff
Cn1c(C(=O)NCCCN2CCN(c3ccccc3F)CC2)cc2c(=O)n(C)c3ccccc3c21	?	1.4	?	70*
COC(=O)c1cc(Br)c(=O)n(CCC2=CCCCC2)c1	5	1.1	-26	11
O=C(C1CC2CCC1C2)N1CCN(Cc2ccc3c(c2)OCO3)CC1 (configuration not stated)	5	0.95	-14	5
O=S(=O)(Nc1cccc(C(F)(F)F)c1)c1cnc[nH]1	-23	1.1	-3	4
COc1cccc(Oc2ccc(N)cc2)c1	8	1.1	-38	19
C/C(=N\O)C(=O)NCCCNCCCN(C)C	-9	1	36	10
COc1ccccc1N1CCN(CC(O)c2ccc3cc[nH]c3c2)CC1 (configuration not stated)	0	1.1	-1	3
COC(=O)C1CCCN1C(=O)C1CCCN1C(=O)CNC(=O)OCc1ccccc1 (configuration not stated)	12	1.1	-29	9
Cn1c(=O)[nH]c(=O)c2c1nc(N(CCO)Cc1ccccc1)n2Cc1ccccc1Cl	-8	1	-8	2
O=C(NC1=NCCS1)Nc1ccccc1	2	1.1	-10	7
Cn1c(Cn2c(=O)sc3ccccc32)nnc1SCc1cccc(F)c1	2	0.76	-16	7
CCOC(=O)c1sc2nc(CC(=O)OC)nc(NCCN3CCOCC3)c2c1C	?	1.1	?	2
O=C(OCC(=O)N1CCc2ccccc21)C1=COCCO1	-11	1	2	15
CCn1c(SCC(=O)NCCc2ccc(Cl)cc2)nnc1-c1cccs1	-6	1	9	6
Cn1cccc1C(=O)NC(=O)CSc1nnc(C2CC2)n1-c1ccccc1	5	1	-12	5
Cc1ccc(CCNC(=O)C2CCN(S(=O)(=O)c3c(C)nn(C)c3C)CC2)cc1	2	1	-4	5
N#CC1=C(N)Oc2n[nH]c(-c3ccc(F)cc3)c2C1c1cccc(OC(=O)N2CCOCC2)c1 (configuration not stated)	-1	1.1	9	3
COc1ccccc1CNC(=O)c1ccc(CS(=O)(=O)c2ccccc2OC)o1	4	1	-14	3
Cc1c(C(=O)O)oc2ccc(S(=O)(=O)NCc3ccc(F)cc3)cc12	0	1	-13	3
CCOC(=O)C(C)n1cnc2c(oc3ccccc32)c1=O (configuration not stated)	2	1.1	5	2
CCOC(=O)N1CCC(N2C(=O)c3ccccc3C2Nc2ccc(Cl)cn2)CC1 (configuration not stated)	2	1.1	29	7
CCOC(=O)C1CCCN(C(=O)C2CCCN(S(C)(=O)=O)C2)C1 (configuration not stated)	12	1	-40	7
O=C(CCNS(=O)(=O)c1cccc2nonc12)N1CCN(c2cccc(Cl)c2)CC1	-5	1.1	18	5
COC(=O)c1[nH]c2ccc(C)cc2c1NC(=O)CN1CCCC(C)(C)C1	?	1	?	8
O=C(Oc1cc2oc(=O)c3c(c2cc1Cl)CCCC3)c1ccco1	0	1.1	-4	5
CCOc1ccc(-n2c(=O)cc(N3CCN(c4ccccc4)CC3)[nH]c2=O)cc1	2	1	-11	9
O=C(CSc1nnc2sc3ccccc3n12)NCc1ccco1	6	0.88	-6	12
CCOC(=O)N1CCN(c2cc3[nH]c(=S)[nH]c3cc2F)CC1	4	0.97	-18	14
CC1CCC(C(=O)NC(C(=O)N2CCN(c3ccccn3)CC2)C(C)C)CC1 (configuration not stated)	2	0.97	-9	15
O=C(Cc1nn[nH]n1)NCc1ccccc1Cl	2	1	6	3
O=c1c2[nH]c3ccc(Cl)cc3c2ncn1Cc1ccccn1	-2	1.1	-1	5
Nc1nc(C2C(=O)CCCC2=O)cs1	2	1.1	-14	17
CC(=O)c1ccc(-c2nc3ccccc3n2C)o1	?	1.4	?	5
O=C(Nc1nc2ccccc2n1CCN1CCOCC1)c1cn(-c2ccccc2)nc1-c1ccccc1	-4	1.2	13	6
COC(=O)c1cc2ccsc2n1CC(=O)Nc1ccc(N(C)C)cc1	6	1.1	-32	4
Cc1ccc(-n2ncc3c(=O)[nH]cnc32)c(C)c1	-1	1	-2	4
COc1ccc(N(CC(=O)Nc2ccc(C)c(C)c2)S(=O)(=O)c2c(C)n[nH]c2C)cc1	-9	1	33	11
CCCCC[C@H](O)/C=C/C1=C(CCCCCCC(=O)O)C(=O)CC1	14	1.1	-35	2
CCOC(=O)c1nnn(-c2nonc2NC(C)=O)c1C	-1	1	0	8
Cc1csc(NC(=O)c2cnc3ccccn3c2=O)n1	-4	1.1	-1	7
O=C(c1ccco1)N1CCN(c2nc3ccsc3c(=O)s2)CC1	-6	0.98	0	5
CCC(Sc1nccn1C)C(=O)Nc1nnc(C)s1 (configuration not stated)	13	1	-22	8
Cc1ccc(C)c(/C(O)=C2\C(=O)C(=O)N(CCCN3CCOCC3)C2c2cccnc2)c1 (configuration not stated)	3	0.93	-8	6
C/C(=C1/SC(N2CCCC2)=NC1=O)c1ccc(Br)cc1	-14	1	19	9
CCOC(=O)C1=C(C)Nc2nnnn2C1c1c[nH]c2ccccc12 (configuration not stated)	6	1.1	-18	6
COc1ccc(-c2nc(C#N)c(NCCCN(C)C)o2)cc1OC	8	0.84	-28	3
CCC(C)NC(=O)CC(NS(=O)(=O)c1ccc(Cl)cc1)c1ccco1 (configuration not stated)	3	0.99	-9	8
CCSc1nnc(Cn2c(=O)sc3ccccc32)n1-c1ccc(OC)cc1	0	1	9	11
Cc1cc(C)nc(/N=C2\NC(=O)CC(C(=O)O)N2CCc2c[nH]c3ccccc23)n1 (configuration not stated)	2	1.1	-2	5
Cc1ccc(S(=O)(=O)C2(C(=O)N3CCCC(C)C3)CC2)cc1 (configuration not stated)	?	1.2	?	3

# Other entries
molecule	VLA-4 allo ag	Autofluor Jurkat	VLA-4 antagonist	Prostate diff
COC(=O)c1ccc(NC(=O)CCn2cccc2)cc1	5	1.1	-2	11
CC1(C)S[C@@H]2[C@H](NC(=O)[C@H](C(=O)O)c3ccsc3)C(=O)N2[C@H]1C(=O)O	-4	1	-8	7
CCCC1(C(=O)O)NC(c2ccccc2O)C2C(=O)N(Cc3ccccc3)C(=O)C21 (configuration not stated)	3	1	-4	10
Cc1cc(NC(=O)CSc2nc(C3CCCCC3)nc3ccccc23)no1	-8	1	14	17
COCCN(CCOC)C(=O)c1sc2nc(-c3ccccc3)cn2c1C	0	1.1	8	4
COc1ccc(NC(=O)C2CCCN(S(=O)(=O)c3c(C)n[nH]c3C)C2)c(OC)c1 (configuration not stated)	-6	1	-15	10
CCCC1c2ccc(C)n2CCN1C(=O)Nc1ccccc1Cl (configuration not stated)	?	1.4	?	6
CCCc1cc(=O)[nH]c(SCC)n1	1	0.98	-5	3
CCOC(=O)CNc1nc(OCC#N)nc(N2CCOCC2)n1	0	1	16	19
CN1CCN(CCCNC(=O)c2ccc(CS(=O)(=O)c3ccc(Br)cc3)o2)CC1	-3	1.1	7	6
Cc1ccccc1CSc1nc2c(c(=O)[nH]1)CCC2	-4	1	13	4
CCC(=O)NCCc1cc2cc(C)c(C)cc2[nH]c1=O	?	1.1	?	9
COc1ccc(NC(=O)C2CCCCN2S(=O)(=O)c2ccc(F)cc2)cc1 (configuration not stated)	-3	1.1	4	2
Cc1cccc(-c2noc(CCc3ccccc3)n2)c1	1	1	-4	2
CCN(C(=O)c1coc(=O)c2ccccc12)c1cc(OC)ccc1OC	?	1	?	4
Cc1cc2ccccc2c(=O)n1CC(=O)Nc1ccc2c(c1)OCO2	2	1	-10	9
N#CC1=C(N)N(c2ccc(Oc3ccccc3)cc2)C(=O)C1	-4	1	-1	7
CCSCc1nnc(SCC(=O)Nc2cccc(SC)c2)n1C	2	1.1	-19	5
CCN(CC)CCN1C(=O)C(=O)/C(=C(/O)c2c(C)[nH]c(C(=O)OC)c2C)C1c1ccco1 (configuration not stated)	8	1.1	-30	12
COc1cc2[nH]c(=O)n(CCC(=O)N3CCN(c4cccc(C)c4C)CC3)c(=O)c2cc1OC	?	1.1	?	1
Oc1cccc(Nc2nc(NCC3CCCO3)c3ccccc3n2)c1 (configuration not stated)	-3	1.1	7	1
O=C(COC(=O)c1cc(-c2ccco2)nc2ccccc12)NCc1ccc2c(c1)OCO2	2	1.1	-10	20
Cc1cc(C)n(-c2nnc(C)n2/N=C/c2ccccc2F)n1	-8	0.96	0	3
Cc1cccc(-n2ccnc2SCC(=O)Nc2ccc3c(c2)OCCO3)c1	-2	0.98	4	7
Nc1ccc(S(=O)(=O)Nc2ncccn2)cc1	2	1	-5	2
CCC(=O)N1CCc2cc(S(=O)(=O)NCCN3CCCCC3CC)ccc21 (configuration not stated)	0	1	-8	5
COc1ccc(N2CCN(C(c3ccccc3)c3sc4nc(C)nn4c3O)CC2)cc1 (configuration not stated)	-3	1	-4	8
CCn1c(N)c(C(=O)N2CCOCC2)sc1=S	6	0.97	-6	15
CCOC(=O)c1[nH]c2c(c1C)C(=O)CC(c1ccc(OC)c(OC)c1)C2 (configuration not stated)	-5	0.99	4	3
CCCCC(CC)CNS(=O)(=O)c1ccc2c(c1)CCN2C(=O)CCC(=O)O (configuration not stated)	7	1.1	11	7
Cc1cc(=O)n2nc(N3CCCC3C(=O)NCCCN3CC(C)CC(C)C3)sc2n1 (configuration not stated)	1	1	-1	15
CCOC(=O)C1=C(O)C(Nc2nccs2)(C(F)(F)F)N=C1C (configuration not stated)	-1	1.1	8	1
CC(=O)OCCNc1cc(N2CCN(C)CC2)c2noc3c2c1C(=O)c1ccccc1-3	-6	1.2	14	15
O=C(NCc1ccco1)c1ccc2c(c1)N(Cc1ccccc1)C(=O)CS2=O (configuration not stated)	-7	1	18	2
Cc1cnc(C(=O)OCC(=O)Nc2ccc(Oc3ccccc3)cc2)cn1	1	1.1	-10	18
COCC(=O)N(Cc1ccccc1)c1ccccn1	1	1	-7	11
COc1cc(N2CCOCC2)ncn1	?	1	?	8
CC(=O)c1ccc(NC2c3ncccc3C(=O)N2Cc2ccc(F)cc2)cc1 (configuration not stated)	3	1.1	9	10
CCOC(=O)C1(C(=O)OCC)C(c2ccccc2)CC(O)N1C(C)=O (configuration not stated)	6	0.96	-8	7
Cc1ccccc1C1CC(=O)NC2=C1C(=O)CCC2 (configuration not stated)	3	0.92	0	12
CCOc1ccc(N2CC(C(=O)NCc3cccc(C)c3)CC2=O)cc1 (configuration not stated)	1	1.1	-7	11
Cn1cccc1Cc1nnc(SCC(=O)NCc2ccco2)n1CCc1ccccc1	-2	1.1	-1	13
O=C(Nc1ccc2c(c1)OCO2)C1CCN(S(=O)(=O)c2cccs2)CC1	1	1.2	13	2
CC(C)(C)NC(=O)C(Cc1ccccc1)NS(=O)(=O)c1ccc2c(c1)CCC(=O)N2 (configuration not stated)	-1	0.99	7	4
N#CC1=C2SCN(Cc3ccco3)CN2C(=O)CC1c1c(F)cccc1Cl (configuration not stated)	?	1.3	?	4
COc1ccc(C(C(=O)NC2CCCC2)N2CCc3ccccc32)cc1 (configuration not stated)	-4	1.1	11	7
O=C(NCc1cccnc1)C1CCN(S(=O)(=O)c2cccnc2)CC1	-2	0.99	14	3
Cc1ccc(-n2c3c(cc(C(=O)NC4CCSC4=O)c2=O)C(=O)CC(C)(C)C3)cc1 (configuration not stated)	10	0.93	-19	8
Cc1ccc(C(C(=O)NC(C)(C)C)N(C(=O)c2csnn2)c2cccc(F)c2)o1 (configuration not stated)	0	1	-15	9
COC(=O)CN(c1ccc(C)cc1)S(=O)(=O)c1ccc2c(c1)n(C)c(=O)c(=O)n2C	-2	1.1	8	5

# Shown as a hit in Prostate diff, of those listed so far:
molecule	VLA-4 allo ag	Autofluor Jurkat	VLA-4 antagonist	Prostate diff
Cn1c(C(=O)NCCCN2CCN(c3ccccc3F)CC2)cc2c(=O)n(C)c3ccccc3c21	?	1.4	?	70*

# Going on with the list.
molecule	VLA-4 allo ag	Autofluor Jurkat	VLA-4 antagonist	Prostate diff
O=C(CN1CCN(S(=O)(=O)c2ccc(Cl)cc2)CC1)Nc1ccc2c(c1)OCO2	1	1	6	9
O=S(=O)(Nc1ccc(C(F)(F)F)cc1)c1cnc[nH]1	1	0.98	7	9
O=C(NCCCN1CCOCC1)c1cc(-c2ccc(O)cc2)on1	2	1.1	-4	5
Cc1csc(OCc2ccc(C#N)cc2)n1	-1	1	4	9
O=C(COc1ccc(F)cc1Br)N1CCc2ccccc21	8	0.93	-34	5
COc1ccc(Cl)cc1C(=O)N1CCN=C1SC	4	1.1	10	14
Cn1cccc1Cc1nnc(SCC(N)=O)n1CCc1ccccc1	-3	1	1	5

# A different layout for 3 compounds above.
O=C(NCCCN1CCOCC1)c1cc(-c2ccc(O)cc2)on1
  VLA-4 allo ag = 2
  Autofluor Jurkat = 1.1
  VLA-4 antagonist = -4
  Prostate diff = 5
Cc1csc(OCc2ccc(C#N)cc2)n1
  VLA-4 allo ag = -1
  Autofluor Jurkat = 1
  VLA-4 antagonist = 4
  Prostate diff = 9
O=C(COc1ccc(F)cc1Br)N1CCc2ccccc21
  VLA-4 allo ag = 8
  Autofluor Jurkat = 0.93
  VLA-4 antagonist = -34
  Prostate diff = 5

# Source: PubChem
